Myeloid diff MLP: induction of myeloid progenitor differentiation, primary screen, cell-based, flow cytometry, MLPCN library | hit rate 1% among 360,000 | ER-HoxA9 myeloid progenitors, lysozyme-GFP differentiation | calls only at 10 µM;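 active = normalized GFP-positive differentiation at or above the plate's own cutoff, the solvent-only control mean plus 3 SD; inconclusive = no clear call, values can overlap the other calls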;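 note: cells exposed to compound for four days before flow analysis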
Myeloid diff MLP GFP+ MAC1+ %: recorded beside Myeloid diff MLP, whose call it bears; GFP+ MAC1+ double positive, %; measured here: differentiation confirmed by MAC1 staining
* = called active by the depositor; i = inactive; ? = inconclusive; . = no result given. The list is partial; rates above refer to the full screens.

SMILES	Myeloid diff MLP	Myeloid diff MLP GFP+ MAC1+ %
CCCc1cnc(Nc2nc(C(N)Cc3ccc(C(F)(F)F)cc3)cs2)nc1 (stereo not given)	i	2.7
CCOC(=O)CN1N=C(/C=C/c2ccccc2)CCC1=O	i	0.8
OC(c1ccc(F)cc1)c1nc(-c2cncnc2)cs1 (stereo not given)	i	0.1
COc1ccc(N2CCN(CC(=O)Nc3ccccc3C(=O)NCc3ccccc3)CC2)cc1	i	0.7
O=C(COC(=O)c1cc(=O)[nH]c2ccccc12)NCCc1ccccc1	i	0.9
COc1ccc(C(C)=O)cc1CC1(C)C(=O)Nc2ccc(-c3ccccc3OC)cc21 (stereo not given)	i	1.0
Cc1ccc(NC(=O)CCc2nc3sc4c(c3c(=O)[nH]2)CCCC4)nc1	i	0.6
C[C@@H]1CCCN1[C@H]1CS(=O)(=O)N[C@@H]1COCc1ccccc1	i	1.1
CCOc1ccc(-c2cncc3nccn23)cc1	i	1.4
COc1ccc(CNC(=O)CC2C[C@H](C(=O)N3CCOCC3)[C@@]3(C)c4[nH]c5ccccc5c4CCN3C2=O)cc1OC (stereo not given in full)	i	1.7
COc1ccc(-c2c(-c3ccc(OC)c(F)c3)c3ccccc3n2C)cc1	i	0.8
CN(CCC#N)c1ccc(C=C(C#N)c2cccc(C(F)(F)F)c2)cc1	i	1.4
Cc1ccc(C(=O)OCC(=O)Nc2cc(Cl)ccc2C#N)o1	i	0.9
CS(=O)(=O)N1CCC2CC1c1cc(-c3ccccc3)ccc12 (stereo not given)	i	1.7
CN(CC(=O)Nc1cccc(F)c1)C(=O)C1CCN(S(=O)(=O)c2ccc3c(c2)OCCO3)CC1	i	1.1
Cn1nc(C(C)(C)C)cc1NC(=O)C1(C)CCN1C(=O)c1ccccc1CCc1ccccc1 (stereo not given)	i	0.7
COc1ccc(CCc2ccnc3ccccc23)cc1	i	0.9
CC(=O)N1CCN(C(=O)COC(=O)CNC(=O)c2ccc(C)cc2)CC1	i	0.4
COc1ccc(/C=C/C(=O)OCC(=O)c2ccc[nH]2)cc1	i	0.2
COc1cccc(S(=O)(=O)N(C)C[C@@H]2OCc3cn(nn3)CCCC(=O)N([C@@H](C)CO)C[C@H]2C)c1	i	0.6
CCOC(=O)c1coc(C(=O)OCC)c1C(=O)OCC	i	0.5
COCCCN(C(=O)c1ccc2ccccc2n1)c1c(N)n(Cc2ccccc2)c(=O)[nH]c1=O	i	0.6
COc1ccc(S(=O)(=O)N2CCCCCC2)cc1NC(=O)Cc1ccc(OC)c(OC)c1	i	1.4
CCOC(=O)Cc1csc(NC(=O)c2cc(-c3ccncc3)nc3ccccc23)n1	i	0.9
CCCCNC(=O)C(NC(=O)Cc1cc(OC)cc(OC)c1)C(=O)c1ccccc1 (stereo not given)	i	1.8

5 entries from above, ordered by formula weight, lowest first.
SMILES	Myeloid diff MLP	Myeloid diff MLP GFP+ MAC1+ %
CCOc1ccc(-c2cncc3nccn23)cc1	i	1.4
COc1ccc(/C=C/C(=O)OCC(=O)c2ccc[nH]2)cc1	i	0.2
COc1ccc(-c2c(-c3ccc(OC)c(F)c3)c3ccccc3n2C)cc1	i	0.8
CCCCNC(=O)C(NC(=O)Cc1cc(OC)cc(OC)c1)C(=O)c1ccccc1 (stereo not given)	i	1.8
COc1cccc(S(=O)(=O)N(C)C[C@@H]2OCc3cn(nn3)CCCC(=O)N([C@@H](C)CO)C[C@H]2C)c1	i	0.6

Remaining list, next part
SMILES	Myeloid diff MLP	Myeloid diff MLP GFP+ MAC1+ %
Cc1cc(NC(=O)Cn2c(=O)oc3ccccc32)no1	i	0.9
CCSC(=O)N=Nc1ccc(O)cc1	i	2.8
COc1ccc(OCCCC(=O)OC(C)C(=O)Nc2ccccc2[N+](=O)[O-])cc1 (stereo not given)	i	0.6
O=C1CC(c2cccc(O)c2)Oc2ccccc21 (stereo not given)	i	0.7
CC(OC(=O)c1cc(=O)c2ccccc2o1)C(=O)c1ccccc1 (stereo not given)	i	0.5
CC(C)[C@H](NC(=O)c1ccccc1F)C(=O)NC1CCCCC1	i	1.0
Cc1cccc(CN2CCN(C3CN(Cc4ccccc4)S(=O)(=O)C3)CC2)c1 (stereo not given)	i	0.4
O=C(Nc1cccc(S(=O)(=O)N2CCCCC2)c1)C1CCCN1S(=O)(=O)c1ccccc1F (stereo not given)	i	0.6
CCc1nc2ccc(C(=O)NCc3ccc4c(c3)OCO4)cn2c1N(CCC(C)C)CCN(C)C	i	0.6
CCN(CC)c1ncnc2c1ncn2[C@H]1CN(C2CCCC2)C[C@@H](CO)O1	i	0.8
CC(SCc1nc2sc3c(c2c(=O)[nH]1)CCCC3)C(=O)Nc1ccccn1 (stereo not given)	i	1.2
COc1ccc(CN(C)CC(=O)Nc2ccccc2C(=O)NC2CC2)cc1F	i	0.3
COc1cccc(NC(=O)CN(C)C(=O)c2ccc(N3CCOCC3)c([N+](=O)[O-])c2)c1	i	1.0
Cc1cc(NC(=O)CON=C(N)CC(=O)Nc2ccccc2Cl)ccc1Br	i	0.4
CC(C)Oc1ccc(C(=O)Nc2nnc(C3=COCCO3)o2)cc1	i	0.9
C=CC[C@H](CC(=O)OC(C)(C)C)C(=O)OC[C@H]1CCCN1C(=O)[C@H](CC=C)CC(=O)N(CCO)Cc1ccccc1	i	2.1
COCCn1ccc2c(OCC(=O)NCCc3ccccc3)cccc2c1=O	i	0.8
Cc1ccc(C)c(S(=O)(=O)N(C)C2(C)CCS(=O)(=O)C2)c1 (stereo not given)	i	0.8
C#CCOCCOCCOCCNc1nc(N2CCN(C(=O)CCCCCCCCCCNC(=O)[C@H]([C@@H](C)CC)n3cc(CCCCCN)nn3)CC2)nc(N2CCN(C(=O)CCCCCCCCCCNC(=O)[C@H](CO)n3cc(CCCCCN)nn3)CC2)n1	i	2.5
Cc1ccc(NC(=O)COC(=O)c2ccccc2F)cc1S(=O)(=O)N1CCCCC1	i	0.6
CCOc1ccccc1-c1nc2c(s1)CCc1onc(-c3ccc(OC)cc3)c1-2	i	1.7
CC(C)c1ccc(C(=O)Nc2ccc(S(=O)(=O)NC3=NCCCCC3)cc2)cc1	i	1.4
COCc1c(C(=O)NCCc2ccc(OC(F)F)cc2)oc2ccccc12	i	0.3
CN(C)C(CNC(=O)c1cccc(S(=O)(=O)NCc2ccccc2)c1)c1ccccc1 (stereo not given)	i	0.7
CC1(C(=O)NS(=O)(=O)c2ccccc2)CCN1C(=O)CCc1ccccc1 (stereo not given)	i	0.9

Single records (already shown).
CCCc1cnc(Nc2nc(C(N)Cc3ccc(C(F)(F)F)cc3)cs2)nc1 (stereo not given) reads Myeloid diff MLP = i; Myeloid diff MLP GFP+ MAC1+ % = 2.7
COc1ccc(S(=O)(=O)N2CCCCCC2)cc1NC(=O)Cc1ccc(OC)c(OC)c1 reads Myeloid diff MLP = i; Myeloid diff MLP GFP+ MAC1+ % = 1.4

Other structures:
SMILES	Myeloid diff MLP	Myeloid diff MLP GFP+ MAC1+ %
CC(C)(C)NC(=O)C(CCc1ccccc1)n1c(=O)c(-c2cc3ccccc3[nH]2)nc2ccccc21 (stereo not given)	i	1.7
COc1cc(OC)cc(C(=O)NNC(=O)CCNC(=O)c2ccc(Br)cc2)c1	i	0.6
COc1cccc(C(C)(O)c2nc(-c3ccc(F)cc3OC)cs2)c1 (stereo not given)	i	0.3
CN1CCN(C(=O)C[C@@H]2C[C@H]3c4cc(NC(=O)c5cccnc5)ccc4O[C@H]3[C@H](CO)O2)CC1	i	0.7
O=c1ccc(S(=O)(=O)N2CCCC2)cn1Cc1nc(-c2ccc(F)cc2)no1	i	0.7
COc1ccc(C(CC(=O)c2ccc(C)cc2)Sc2ccccc2N)cc1 (stereo not given)	i	1.1
CC(=O)c1ccc(NC(=O)CN2CCC(NC(=O)c3ccccc3C)CC2)cc1	i	0.6
Cc1ccc(OCC(=O)Nc2cccc3c2CCCC3)cc1C	i	2.0
OC(c1ccccc1)(c1ccccc1)C1CCN(CCCOc2ccccc2)CC1	i	0.9
O=C(Nc1ccc(Cl)cc1Cl)c1ccc2c(=O)n3c(nc2c1)CCC3	i	0.1
COC(=O)N1CCCCC1c1cc(C(=O)NCc2ccc(F)cc2)no1 (stereo not given)	i	0.3
COc1ccc(-c2csc(NC(=O)C3CSC4(C)CCC(=O)N34)n2)cc1OC (stereo not given)	i	1.0
COC(=O)[C@@]12C[C@@H](CC(=O)NCCCCc3ccccc3)C(=O)N(Cc3ccco3)C1=CCC(C)(C)C2	i	3.6
O=C(Nc1cccnc1)c1cccc(S(=O)(=O)Nc2ccccc2F)c1	i	0.1
COCc1cn(CC(=O)c2sc(NC(=O)C(C)(C)C)nc2C)nn1	i	1.5
CCOc1ccc(CN(C)C(=O)c2cccc(S(=O)(=O)Nc3ccccc3OC)c2)cc1OC	i	1.7
CC[C@]12c3[nH]c4ccccc4c3CCN1C(=O)C(CC(=O)NCc1ccc(OC)c(OC)c1)C[C@@H]2C(=O)N1CCN(C(=O)C2CC2)CC1 (stereo not given in full)	i	0.7
O=C1C=C(c2cccc(O)c2)C[C@@H](c2ccc(F)cc2)C1	i	1.1
Cc1cccc(CN2CCN(C3CN(Cc4cn(Cc5ccccc5C(F)(F)F)nn4)S(=O)(=O)C3)CC2)c1 (stereo not given)	i	1.8
FCc1nc2nc(Cl)c(Cl)nc2[nH]1	i	1.1
CC1CN(C(=O)CSc2nc(N)cc(N)n2)CC(C)O1 (stereo not given)	i	0.7
CC(=O)c1c(C)[nH]c(C(=O)COC(=O)COc2ccccc2)c1C	i	0.6
CC(C(=O)O)(C1CCCCC1)C1(O)CCCCC1 (stereo not given)	i	1.2
CN1CCN(c2ccc(-c3cccc(NC(=O)COc4ccc(Cl)cc4Cl)c3)nn2)CC1	i	0.6
Cc1cccc(S(=O)(=O)N(C)C[C@@H]2OCc3cnnn3CCCC(=O)N([C@@H](C)CO)C[C@@H]2C)c1	i	0.7

Some of the entries so far, with bars between the fields:
SMILES | Myeloid diff MLP | Myeloid diff MLP GFP+ MAC1+ %
FCc1nc2nc(Cl)c(Cl)nc2[nH]1 | i | 1.1
CC1CN(C(=O)CSc2nc(N)cc(N)n2)CC(C)O1 (stereo not given) | i | 0.7

Additional entries.
SMILES	Myeloid diff MLP	Myeloid diff MLP GFP+ MAC1+ %
CC(C)(C)OC(=O)NCc1ccc(CNC(=O)c2nc[nH]c2C(=O)NCc2ccc(CNC(=O)OC(C)(C)C)cc2)cc1	i	0.5
CCCNC(=O)C(Cc1ccccc1F)NC(=O)c1ccccn1 (stereo not given)	i	1.2
CCNC(=O)C1CCCN(C(=O)Cc2cccs2)CC1 (stereo not given)	i	1.3
CC(C)C(=O)Nc1cccc(COc2ccc(CN(CCc3ccccc3)C(=O)OC(C)(C)C)cc2)c1	i	0.4
Cc1ccc2c(c1)C(=O)CC(c1ccccc1)S2 (stereo not given)	i	0.5
Cc1ccc(NC(=O)C(C)OC(=O)c2cc(=O)[nH]c3ccccc23)cc1S(=O)(=O)N1CCOCC1 (stereo not given)	i	0.9
NC(=O)c1cc([N+](=O)[O-])ccc1NCc1cccc([N+](=O)[O-])c1	i	0.5
COCC(=O)N(C)C[C@H]1N[C@@](Cc2ccccc2)(C(=O)OC)[C@H]2C(=O)N(C)C(=O)[C@@H]12	i	0.4
COc1ccc(C(CNC(=O)c2ccc(S(=O)(=O)Nc3ccccc3C)cc2)N2CCOCC2)cc1 (stereo not given)	i	0.7
C=CCn1c(SCC(=O)NCCc2ccccc2)nnc1C1CC1	i	0.3
Cc1ccccc1C(=O)OC(C)C(=O)NCc1ccc2c(c1)OCO2 (stereo not given)	i	0.6
COc1ccc(COC(=O)c2cccc(S(=O)(=O)N3CCN(C(C)=O)CC3)c2)cc1	i	1.2
COc1ccccc1CNS(=O)(=O)CCNC1CC1	i	0.9
COc1cc2cnc(-c3ccccc3)c(-c3ccc([N+](=O)[O-])cc3)c2cc1OC	i	1.3
Cn1c2ccccc2c(=O)c2cc(C#CC3=CCCCC3)ccc21	i	0.6
CC(C)/C(C=O)=C(/NC1CCCCC1)c1ccccc1	i	0.5
CCOC1=C2CN(S(=O)(=O)c3ccc(C)cc3)C(c3ccc(C)cc3)CC2N(S(=O)(=O)c2ccc(C)cc2)C(c2ccccc2)C1 (stereo not given)	i	2.7
O=C(Cn1cnc2c(NCc3ccccc3)ncnc21)NCc1ccccc1	?	.
N#Cc1ccccc1OCC(=O)Nc1cccc(S(=O)(=O)N2CCCCCC2)c1	i	0.2
CCCCCCCCNc1ccccc1S(=O)(=O)NCc1ccccc1	i	0.5
O=C(CSc1ccc(Cl)cc1)NNC(=O)c1ccncc1	i	0.5
CCNC(=O)CC1SC(=Nc2ccc(C)c([N+](=O)[O-])c2)N(C)C1=O (stereo not given)	i	0.5
CCOc1ccc(CCNC(=O)COC(=O)c2cccc(S(=O)(=O)N3CCOCC3)c2)cc1OCC	i	0.3
Cc1ccc(OCCCC(=O)Nc2ccc(Cl)c(S(=O)(=O)N3CCOCC3)c2)cc1	i	1.3
NC(=O)COc1ccc(C(=O)NCC2(N3CCOCC3)CCCCC2)cc1	i	0.4
Nc1nc(=O)n(C2CCC(CO)O2)cc1F (stereo not given)	i	0.6
CC(=O)c1c(C)[nH]c(C(=O)C(C)Sc2nnc(NC3CC3)s2)c1C (stereo not given)	i	0.5
O=c1c(-c2ccc(O)cc2)coc2c([C@@H]3O[C@H](CO)[C@@H](O)[C@H](O)[C@H]3O)c(O)ccc12	i	0.9
O=C1NC(Cc2ccc(O)cc2)c2nc3ccc(F)cc3c(=O)n2-c2cc(Cl)ccc21 (stereo not given)	i	0.0

In the list so far, 2 have bromine.
SMILES	Myeloid diff MLP	Myeloid diff MLP GFP+ MAC1+ %
Cc1cc(NC(=O)CON=C(N)CC(=O)Nc2ccccc2Cl)ccc1Br	i	0.4
COc1cc(OC)cc(C(=O)NNC(=O)CCNC(=O)c2ccc(Br)cc2)c1	i	0.6
